Source: PubChem (several laboratories)
AddAB inh = less growth of phage-infected E. coli with AddAB; E. coli expressing H. pylori AddAB, absorbance growth; inhibition, % at 11.9 µM; 330,000 compounds, 0.29% hits; in the data active = inhibition above about 12%;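 also: 0% = vehicle wells of infected cells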
Tat export inh = blocks Tat-dependent protein export in E. coli; E. coli MC4100 TorA-mCherry Tat export, fluorescence; inhibition, % at 10 µM; 340,000 compounds, 0.036% hits; AID 488895;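 active = mean replicate inhibition at least 50% and at least half of replicates individually reaching 50%; inconclusive = only one of the two criteria met; inactive = neither criterion met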;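 also: exported cargo escapes ClpAP degradation while cytoplasmic cargo is degraded and loses fluorescence; 0% = median of neutral control wells and 100% = median of NaSCN control wells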
E coli growth = bacterial growth inhibition, counter-screen for AddAB inhibitors; AID 449728; inhibition, % at 11.9 µM; E. coli V3065 growth, OD600 absorbance, 18 h; 330,000 compounds, 0.27% hits;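 active = inhibition above the campaign's mean inhibition across all tested compounds plus 3 SD, cut at about 9.9% in these data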;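 also: uninfected addAB+ strain grown without phage in ampicillin broth; 0% = DMSO wells and 100% = ciprofloxacin 0.95 µg/ml wells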
phage Ecoli inh = E. coli growth loss with phage present. AID 651602. 360,000 compounds, 0.26% hits. inhibition, % at 11.9 µM. growth absorbance; in the data active = inhibition above about 11%
Mot1-301 SUMO = SUMOylation pathway inhibition by Mot1-301 growth rescue; S. cerevisiae Mot1-301 growth rescue, ATP luminescence, 38.5C; percent above DMSO median, 100 means doubled; growth rescue, % at 18.8 µM; 320,000 compounds, 1% hits; AID 2716;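 active = every valid replicate shows activation above 250% relative to neutral control wells; inactive = the rest, any valid replicate at or below 250%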;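 also: OY570 slx delta 5 strain wells were the positive control but not used for scaling; some compounds called inactive have numbers as strong as hits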
MOR-DOR ag = agonists of human mu-delta opioid receptor heterodimerization. P35372+P41143. cells, OPRM1-OPRD1 heterodimerization, luminescence. activation, % at 9.3 µM. 340,000 compounds, 0.3% hits. AID 504326; in the data active = activation above about 18%;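 also: 0% = vehicle-treated cells and 100% = reference agonist; values of inactives mirror those of a sister screen read the other way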
Target sequence (P35372 whole entry, looked up): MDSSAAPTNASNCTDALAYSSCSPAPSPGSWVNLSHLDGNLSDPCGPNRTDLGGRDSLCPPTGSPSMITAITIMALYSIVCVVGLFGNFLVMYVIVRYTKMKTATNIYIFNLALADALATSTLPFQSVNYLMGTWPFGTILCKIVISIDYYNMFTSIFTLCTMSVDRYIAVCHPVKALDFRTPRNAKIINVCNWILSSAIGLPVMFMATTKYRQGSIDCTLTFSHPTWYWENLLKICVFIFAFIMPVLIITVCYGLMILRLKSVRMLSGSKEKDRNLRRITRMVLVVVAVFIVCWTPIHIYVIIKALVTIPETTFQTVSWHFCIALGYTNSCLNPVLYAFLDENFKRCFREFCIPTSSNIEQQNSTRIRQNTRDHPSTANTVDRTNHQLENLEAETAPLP
Target sequence (P41143 whole entry, looked up): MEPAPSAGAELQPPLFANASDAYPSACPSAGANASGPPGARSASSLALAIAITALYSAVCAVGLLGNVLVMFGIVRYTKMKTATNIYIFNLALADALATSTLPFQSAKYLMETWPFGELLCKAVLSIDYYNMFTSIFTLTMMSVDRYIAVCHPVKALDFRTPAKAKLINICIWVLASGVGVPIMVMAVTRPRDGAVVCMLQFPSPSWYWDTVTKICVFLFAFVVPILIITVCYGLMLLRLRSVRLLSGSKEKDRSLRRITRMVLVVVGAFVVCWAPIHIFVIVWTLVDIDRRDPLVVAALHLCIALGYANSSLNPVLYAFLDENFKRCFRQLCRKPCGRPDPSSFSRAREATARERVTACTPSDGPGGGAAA
DSG3 Ab inh = inhibitors of pemphigus antibody binding to human desmoglein-3; P32926; DSG3-coupled beads, scFv-anti-DSG3-GFP binding, flow cytometry; hits give low values; binding (percent of control), % at 10 µM; 310,000 compounds, 0.48% hits; AID 588358;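 active = binding more than 3 SD below its plate's average and above zero; inconclusive = below that plate limit but binding exactly zero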;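 also: hits lower antibody fragment binding to DSG3; some compounds called inactive have numbers as strong as hits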
PfHsp90 yeast 2 = growth inhibition of yeast expressing Plasmodium Hsp90. 310,000 compounds, 0.32% hits. S. cerevisiae expressing PfHsp90, BacTiter-Glo ATP, 48 h; yeast lacking PDR1 and PDR3 efflux regulators. inhibition, % at 9.4 µM. AID 504621;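 active = every replicate shows inhibition above about 80%, whatever the replicate mean, limit read from the data; inconclusive = mean inhibition reaches the set limit but some replicate falls short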;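 also: 0% = DMSO neutral controls and 100% = 20 µM radicicol positive controls; yeast relying on Plasmodium falciparum Hsp90 in place of its own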
OPRM1-OPRD1 inv = inverse agonists of human mu-delta opioid receptor heterodimerization | P35372+P41143 | 340,000 compounds, 0.21% hits | inhibition, % at 9.3 µM | cell-based MOR-DOR heterodimer luminescence, inverse agonism; in the data active = inhibition above about 22%, passing the limit was not always enough;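 also: 0% = cells with DMSO and 100% = wells without cells with DMSO; values of inactives mirror those of a sister screen read the other way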
Arr AP2 block = blocks beta-arrestin peptide binding to AP2 adaptin; FITC-arrestin peptide / GST-AP2 beads, flow cytometry; AP2 beta2 appendage carries R879A mutation; inhibition, % at 10 µM; 340,000 compounds, 0.31% hits; AID 504490;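 active = inhibition above a set limit, near 3 SD of compounds lacking own fluorescence, cut at about 54% in these data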;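 also: plate controls were DMSO wells for no effect and 5 µM unlabelled arrestin peptide for full effect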
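Measured by: flow cytometry, FL1 (488/535 nm); Material: AP2 appendage R879A on GSH beads; Evaluation: percent response; Timing: pre-incubation 12 min, peptide binding 1 h, room temperature; Also added: 50 nM FITC-arrestin peptide; Medium: PBS with 0.05% Tween 20 and 0.1% BSA.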
PKA-R1A act = activators of PKA-R1A complex; P00514+P68181; PKA-R1A dissociation, Cy5-IP20 fluorescence polarization; scaled: DMSO 0%, 113 µM cGMP 100%; activation, % at 11.4 µM; 340,000 compounds, 0.083% hits; AID 504707;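 active = percent activation above the mean of all tested compounds plus 3 SD, cut at about 19% in these data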;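 also: higher means more PKAc released from R1A so a rise in polarization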
Numbers without * were called inactive; ? = inconclusive; / = no result given; & = joins results of further samples.

SMILES | AddAB inh | Tat export inh | E coli growth | phage Ecoli inh | Mot1-301 SUMO | MOR-DOR ag | DSG3 Ab inh | PfHsp90 yeast 2 | OPRM1-OPRD1 inv | Arr AP2 block | PKA-R1A act
COc1ccc2cc(C(=O)C3CCCN(C(=O)c4cnccn4)C3)ccc2c1 (centres undefined) | 3.0 | -8 | -2.2 | -1.2 | -8 | -3.2 | 99 | 13 | 16 | 39 | -15
COC(=O)c1ccc(NC(=O)CC2C(=O)N(C)C(=S)N2Cc2ccc(S(N)(=O)=O)cc2)cc1 (centres undefined) | 2.8 | 1 | 1.0 | 1.8 | -15 | -3.6 | 88 | 5 | 19 | -6 | -1
COc1cc(C(=O)Oc2cccc(Nc3ncnc4ccccc34)c2)cc(OC)c1OC | -0.4 | 28 | 1.7 | 1.3 | 137 | 2.8 | 125 | -13 | -17 | -5 | 5
CCN(C[C@H]1N[C@@](CC)(C(=O)OC)[C@H]2C(=O)N(C)C(=O)[C@@H]12)S(=O)(=O)c1ccc(C(F)(F)F)cc1 | 3.4 | 7 | -0.4 | 1.0 | -2 | -2.0 | 88 | 11 | 10 | 4 | -15
COc1ccc(CC(=O)Nc2ccc(NC(=O)c3ccccc3F)cc2)cc1 | -1.5 | 0 | -0.9 | 0.8 | 17 | -0.4 | 93 | -15 | 2 | 41 | -3
O=C(/C=C/Nc1ccc(S(=O)(=O)Nc2ncccn2)cc1)c1ccc2ccccc2c1 | -1.2 | -3 | 0.0 | 1.4 | 0 | -1.8 | 100 | 2 | 10 | 18 | 1
Cc1ccccc1NC1c2ccccc2C(=O)N1Cc1ccco1 (centres undefined) | 1.3 | 1 | -1.1 | 3.6 | 46 | -0.8 | 83 | 27 | 5 | -7 | -7
Cc1[nH][nH]c(=O)c1[C@@H](c1ccccc1[N+](=O)[O-])C(C#N)C#N | 0.5 | -6 | 0.8 | 0.7 | 90 | -1.0 | 99 | 19 | 5 | 6 | 0
COCCCNC(=S)Nc1cc2oc3ccccc3c2cc1OC | / | 9 | / | 3.4 | -30 | -0.5 | 101 | -3 | 2 | 6 | -9
COC(=O)c1sccc1NC(=S)Nc1cc(C)ccc1OC | 1.3 | -3 | 0.7 | -3.1 | -27 | -2.2 | 102 | 2 | 12 | 8 | 6
COc1cc2ncnc(NCc3cccs3)c2cc1OC | 0.2 | 3 | 2.2 | 3.6 | -24 | -1.2 | 96 | -29 | 6 | -12 | -11
NC(=O)COc1ccc(NC(=O)c2ccccc2-c2ccccc2)cc1 | 2.7 | -7 | -1.1 | 3.6 | 10 | -1.4 | 86 | -11 | 9 | 1 | -4
CCc1[nH]nc(C(=O)NC2CCCN(Cc3ccccc3F)C2)c1C (centres undefined) | 1.8 | -5 | 0.5 | 2.8 | 14 | -1.1 | 90 | -29 | 6 | -8 | -10
Cn1ncc(Br)c1C(=O)N1CCc2ccccc21 | 1.3 | 2 | -1.2 | 3.6 | 15 | -1.5 | 89 | -4 | 8 | 29 | -9
COc1ccc(-c2cc(-c3nnc(COC(=O)C4CC4)o3)c3ccccc3n2)cc1OC | -1.1 | 8 | -0.9 | 3.8 | / | -2.2 | / | -30 | 11 | 8 | 1
CC(C)[C@H](NC(=O)OC(C)(C)C)c1nnc(S(=O)(=O)Cc2c(F)cccc2Cl)o1 | 0.2 | -6 | -0.2 | 0.1 | 49 | 0.0 | 94 | -43 | 0 | -6 | -8
COC(=O)c1ccc(Oc2nc3ccccc3n3c(C)nnc23)cc1 | -0.1 | -5 | -1.1 | 3.5 | -5 | 1.2 | 94 | 17 | -7 | 13 | 8
CCCCc1cc(=O)oc2c(CN3CCCC3)c(O)ccc12 | 0.8 | 0 | 1.4 | 1.6 | -21 | -1.9 | 107 | / | 9 | 1 | 5
CCOC(=O)CCc1c(C)c2ccc(O)cc2oc1=O | 1.8 | -10 | 0.6 | 2.9 | 494 | -2.9 | 102 | / | 16 | -10 | -3
O=C1NCCOC(=O)[C@H](Cc2ccc(F)cc2)CC/C=C/C[C@H]1CC(=O)N(CCO)Cc1ccccc1 | 1.7 | -7 | -0.9 | 2.9 | -6 | -2.2 | 102 | 1 | 13 | 31 | 0
CSc1ccc(/C=C/C(=O)c2ccc(O)cc2)cc1 | 2.7 | 2 | 2.9 | 2.3 | 8 | 2.2 | 99 | -16 | -12 | -3 | -21
COC(=O)C(NC(C)=O)(Nc1ccccn1)C(F)(F)F (centres undefined) | -1.0 | -5 | -0.2 | 1.6 | 1 | -2.8 | 99 | -28 | 14 | 9 | -3
O=C(/C=C/c1ccc(F)cc1)N1CCN(c2ncccn2)CC1 | 4.9 | -1 | -0.3 | 4.7 | -33 | -1.8 | 96 | 38 | 10 | -3 | -9
COc1ccccc1C=NN=C(NN=Cc1ccccc1OC)NN=Cc1ccccc1OC | / | 0 | / | 3.0 | / | 4.8 | 122 | 9 | -24 | 12 | -3
CCCCN(C(=O)CN1CCOCC1)c1c(N)n(CC(C)C)c(=O)[nH]c1=O | 1.1 | 1 | -2.1 | 4.4 | 8 | -2.2 | 97 | 0 | 11 | 25 | -8
Cn1c(N)c(S(=O)(=O)NCc2ccc(Cl)cc2)c(=O)n(C)c1=O | 2.2 | 2 | -1.3 | 5.7 | 15 | -5.2 | 105 | -3 | 24 | -1 | 3
CC(/C=C/c1ccc(OCc2ccccc2)cc1)=N\O | 1.6 | 5 | -2.3 | -0.7 | 14 | 2.6 | 100 | -9 | -15 | 1 | 2
COc1ccc(C(=O)Nc2ccccc2C(=O)NC(Cc2c[nH]c3ccccc23)C(=O)O)cc1 (centres undefined) | 0.1 | 8&-5 | -2.6 | 3.4 | 140 | / | / | 3 | / | -36 | /
COC(=O)c1sc(=S)n(-c2cccc(Cl)c2)c1N | 2.8 | 7 | 1.8 | 1.0 | 883 | -1.2 | 111 | -14 | 6 | -1 | -12
CC1CCCN(C(=O)COC(=O)/C=C/c2ccc(C(F)(F)F)cc2)C1 (centres undefined) | 0.8 | 10 | 0.0 | 0.1 | 15 | 0.2 | 110 | 16 | -1 | -16 | 6

Single values from above:
phage Ecoli inh result of `CC1CCCN(C(=O)COC(=O)/C=C/c2ccc(C(F)(F)F)cc2)C1` (centres undefined) reads 0.1
DSG3 Ab inh result of `COc1ccccc1C=NN=C(NN=Cc1ccccc1OC)NN=Cc1ccccc1OC` reads 122

Additional entries follow:
SMILES | AddAB inh | Tat export inh | E coli growth | phage Ecoli inh | Mot1-301 SUMO | MOR-DOR ag | DSG3 Ab inh | PfHsp90 yeast 2 | OPRM1-OPRD1 inv | Arr AP2 block | PKA-R1A act
CCN(CC)c1ccc(C=NCCNS(=O)(=O)c2ccc(C)cc2)cc1 | 4.2 | 2 | -4.4 | -3.1 | -8 | 0.5 | 110 | -5 | -4 | -5 | 0
O=c1c(Cc2ccccc2)c(O)nc2n1CCS2 | 0.2 | 2 | -1.6 | 6.5 | -9 | -1.5 | 92 | 2 | 8 | -4 | 2
COc1cc(C(F)(F)F)c(C(=O)NCc2cccc(Cl)c2)cn1 | 0.1 | -5 | 1.6 | 0.4 | 4 | 0.6 | 99 | 16 | -3 | 1 | 2
O=C(Cn1ncn2c(cc3ccccc32)c1=O)NCCc1cccs1 | -0.2 | -8 | -2.1 | / | 10 | -2.4 | 98 | 5 | 12 | 37 | 2
CCC(C)(C)n1nnnc1C(C(C)C)N1CCC(C(N)=O)CC1 (centres undefined) | 3.4 | 12 | -0.5 | 0.5 | -10 | -0.6 | / | -7 | 2 | 7 | -4
COc1ccc(-c2nc(N)n(C(=O)c3ccccc3Cl)n2)cc1 | 3.2 | -4 | -1.2 | 4.1 | 15 | 1.3 | 100 | -11 | -6 | -10 | 2
O=C(NCCCn1ccnc1)C1CC(c2ccccc2Cl)=NO1 (centres undefined) | -1.3 | -4 | -0.9 | 2.1 | 5 | -1.8 | 97 | -22 | 10 | 0 | 12
CCC(C)C(NC(=O)c1ccccc1NC(=O)c1ccc(C)cc1)C(=O)O (centres undefined) | 1.0 | -1 | 0.9 | 4.3 | -4 | -0.9 | 109 | 6 | 6 | -10 | 1
COc1ccc(C(=O)NNC(=O)COc2ccc(Cl)cc2)c(OC)c1 | 3.7 | 0 | 0.3 | -0.4 | 4 | -2.0 | 93 | 14 | 14 | -1 | 1
CCSC(=O)NC12CC3CC(CC(C3)C1)C2 | 0.8 | ? | 2.2 | 1.3 | 0 | 1.7 | 104 | -1 | -10 | 1 | -7
O=C(NCC(c1ccco1)N1CCc2ccccc2C1)c1ccc(Cl)cc1 (centres undefined) | 0.0 | 17 | 1.2 | 2.9 | -8 | 2.4 | 114 | / | -15 | -14 | -4
CCc1nnc(NC(=O)CSc2nnc(Cc3cc(=O)[nH]c(=O)[nH]3)n2-c2ccc(OC)cc2)s1 | 2.0 | 8 | 2.2 | 0.4 | -25 | -2.9 | 72 | -52 | 16 | -2 | 2
O=C(Cn1ccccc1=O)c1cccs1 | 3.5 | -2 | -1.1 | 0.0 | -4 | -1.2 | 76 | -3 | 7 | 25 | 0
CCOc1ccc(NC(=O)c2ccccc2NC(=O)c2cccnc2)cc1 | 1.0 | 6 | -0.8 | 2.4 | 65 | -2.0 | 124 | -2 | 10 | -2 | 8
Cc1ccc(-n2c(C(C)n3nc(C)c([N+](=O)[O-])c3C)n[nH]c2=S)cc1 (centres undefined) | 0.7 | 14 | 3.3 | 0.5 | 8 | -3.0 | 104 | / | 14 | -6 | 3
CC(=O)c1c[nH]c2ccc(C)cc2c1=O | 2.6 | -12 | -0.6 | 1.2 | 66 | 0.1 | 102 | -8 | -1 | 5 | -4
CC(OC(=O)c1cc(-c2cccnc2)nc2ccccc12)C(=O)Nc1ccc2ccccc2c1 (centres undefined) | 0.5 | 12 | 0.3 | 2.8 | 11 | 1.6 | 105 | -16 | -11 | 6 | -8
CCOC(=O)c1[nH]c(C)c(C(=O)NCCN2CCOCC2)c1C | 4.0 | 1 | 1.4 | 4.4 | 82 | -2.1 | 104 | 2 | 11 | 15 | -14
CC(=O)c1cccc(NC(=O)C(C)OC(=O)CCC2CCCCC2)c1 (centres undefined) | -1.9 | 4 | 0.7 | 2.9 | 2 | 3.9 | 94 | -1 | -25 | -4 | -12
Cc1sc2nc(C)n(/N=C/c3ccccc3)c(=O)c2c1C | 2.5 | 8 | -2.3 | 5.1 | 4 | -1.4 | 102 | -3 | 6 | 8 | -12
CCC1(CC)NC(=O)N(CC(=O)OCC(=O)Nc2ccccc2[N+](=O)[O-])C1=O | -0.3 | 8 | 0.8 | 0.3 | 10 | -0.7 | 105 | -35 | 4 | 9 | -5
